DTT redox prof: compounds producing H2O2 with reducing agent – biochemical, NIH compound library profiling, artefact control for MLSCN library redox annotation, primary screen | actives 0.03% (n = 200,000) | activation, % at 10 µM | DTT-dependent redox cycling H2O2, phenol red/HRP absorbance; 100% = 100 µM peroxide control, 0% = buffer;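 active = activation of at least 50% relative to the plate's high and low controls in the primary single-dose screen; inactive = activation below 50%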;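 note: compound incubated with DTT at 0.8 mM final as the reducing agent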
STAT1 inh: STAT1 signaling inhibition; NIH 3T3 STAT1-luciferase reporter, IFN-gamma, luminescence; inhibition, % at 5.5 µM; actives 0.35% (n = 200,000); AID 920;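 active = inhibition above a set limit, the mean inhibition across all tested compounds plus 3 SD, cut at about 34% in these data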;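 note: 0% = IFN-gamma with DMSO and 100% = IFN-gamma with 300 µM nifuroxazide; values of inactives mirror those of a sister screen read the other way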
APP 5'UTR act: APP 5'UTR luciferase reporter activation. SH-SY5Y APP 5'UTR luciferase reporter, luminescence; zero percent = DMSO vehicle wells. activation, % at 2 µM. actives 1% (n = 190,000);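 active = activation above a set limit, based on mean plus 3 SD of controls, cut at about 140% in these data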; note: values of inactives mirror those of a sister screen read the other way
STAT1 act: increases IFN-gamma driven STAT1 reporter signal; NIH 3T3 STAT1-luciferase reporter, luminescence; 100% = IFN-gamma alone, no compound; activation (% of control), % at 5.5 µM; actives 2.6% (n = 200,000); AID 932;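 active = activation above the screen-wide mean activation plus 3 SD, cut at about 130% in these data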;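 note: raw ratio to IFN-gamma control signal so 100% means no change and 0% no light; values of inactives mirror those of a sister screen read the other way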
Efa HMGR inh: E. faecalis class II HMG-CoA reductase inhibition. purified E. faecalis HMGR, NADPH absorbance 340 nm kinetic. inhibition, % at 10 µM. actives 0.41% (n = 190,000). AID 1066;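 active = inhibition above a set limit, the median over all tested compounds plus 3 SD, cut at about 9.5% in these data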;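 note: enzyme runs in reverse so mevalonate oxidation gives rising NADPH absorbance; 0% = complete reaction with DMSO and 100% = background rate lacking mevalonate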
Hsp70 activator: switches on Hsp70 transcription. HeLa Hsp70 promoter luciferase reporter, luminescence; scaled: vehicle 0, proteasome-inhibitor control 100%. actives 0.04% (n = 200,000). activation, % at 10 µM;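 active = activation above the mean across all tested compounds plus 3 SD, cutoff set per campaign, cut at about 5.5% in these data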;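 note: 100% = MG132 at 30 µM as the positive control and 0% = DMSO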
NF-kB expr up: raises NF-kB expression in human neuronal cells; fold change at 12.5 µM; actives 1.6% (n = 190,000); NF-kB reporter expression; hits give high values; in the data active = fold change above about 3.3
TLR4-MyD88 BLA: TLR4-MyD88 interaction inhibition in cells; O00206+Q99836; AID 861; inhibition, % at 8.4 µM; HeLa CL3-4 TLR4/MyD88 BLA complementation, FRET ratio; actives 0.18% (n = 200,000); in the data active = inhibition above about 25%;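 note: 0% = vehicle and 100% = reference inhibitor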
Target sequence (O00206 whole entry, looked up): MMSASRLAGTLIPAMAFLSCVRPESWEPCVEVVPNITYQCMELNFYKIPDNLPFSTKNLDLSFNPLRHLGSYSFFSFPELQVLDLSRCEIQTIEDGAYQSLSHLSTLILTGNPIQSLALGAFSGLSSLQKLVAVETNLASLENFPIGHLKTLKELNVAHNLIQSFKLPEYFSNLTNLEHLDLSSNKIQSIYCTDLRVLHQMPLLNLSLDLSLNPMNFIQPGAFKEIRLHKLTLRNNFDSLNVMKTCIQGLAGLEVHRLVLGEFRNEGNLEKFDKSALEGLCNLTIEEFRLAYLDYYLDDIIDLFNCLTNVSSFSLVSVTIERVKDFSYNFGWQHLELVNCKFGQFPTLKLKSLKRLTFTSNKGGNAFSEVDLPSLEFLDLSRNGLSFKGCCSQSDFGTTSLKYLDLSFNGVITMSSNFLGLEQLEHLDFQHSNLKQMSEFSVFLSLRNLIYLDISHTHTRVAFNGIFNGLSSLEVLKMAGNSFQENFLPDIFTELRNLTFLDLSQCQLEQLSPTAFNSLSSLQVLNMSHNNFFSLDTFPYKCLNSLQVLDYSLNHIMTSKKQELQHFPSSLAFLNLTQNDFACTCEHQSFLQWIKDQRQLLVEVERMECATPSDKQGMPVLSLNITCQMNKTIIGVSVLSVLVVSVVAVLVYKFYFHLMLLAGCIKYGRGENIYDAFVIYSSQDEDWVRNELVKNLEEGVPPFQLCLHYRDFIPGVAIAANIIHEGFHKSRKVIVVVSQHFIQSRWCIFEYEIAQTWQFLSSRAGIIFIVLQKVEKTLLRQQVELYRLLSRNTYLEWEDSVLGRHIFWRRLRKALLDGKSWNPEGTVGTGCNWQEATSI
Target sequence (Q99836 whole entry, looked up): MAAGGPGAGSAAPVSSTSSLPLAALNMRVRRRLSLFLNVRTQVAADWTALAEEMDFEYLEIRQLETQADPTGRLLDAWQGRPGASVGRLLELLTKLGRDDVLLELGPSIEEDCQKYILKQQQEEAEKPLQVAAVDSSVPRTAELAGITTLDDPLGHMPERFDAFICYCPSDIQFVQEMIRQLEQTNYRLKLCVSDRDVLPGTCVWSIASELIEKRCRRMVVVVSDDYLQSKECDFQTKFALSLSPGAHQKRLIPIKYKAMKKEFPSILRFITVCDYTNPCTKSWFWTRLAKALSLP
STAT3 act: activators of IL-6 induced STAT3 signaling | U3A cells, IL-6 STAT3-luciferase reporter, luminescence; 100% = signal with IL-6 EC80 alone | activation (% of control), % at 5.6 µM | actives 0.91% (n = 190,000);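 active = activation above the screen-wide mean of compound activation plus 3 SD, cut at about 130% in these data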;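 note: 0% = background luminescence of wells with medium and substrate only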
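Detection: reporter luminescence signal / Assay system: STAT1-lacking human U3A cells, STAT3 luciferase reporter / Incubation: compound pre-incubation 1 h before IL-6, then 6 h stimulation at 37 °C / Control set: IL-6-only high control / Read-out: % activation relative to IL-6 control / Probe or stimulus: Interleukin-6, 33 ng/mL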
STAT3 blocker: inhibitors of IL-6 induced STAT3 signaling; inhibition, % at 5.5 µM; actives 0.89% (n = 190,000); U3A cells, IL-6 STAT3-luciferase reporter, luminescence; host cell line lacks STAT1;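 active = inhibition above the mean inhibition across all screened compounds plus 3 SD, cut at about 44% in these data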;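 note: 0% = DMSO only wells and 100% = 100 µM nifuroxazide control wells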
* marks the source's active call; other numbers are inactive results.

For O=C(Cn1cnc2ccccc21)c1ccc(Br)cc1 the results were DTT redox prof -0.9, STAT1 inh -18, APP 5'UTR act 9, STAT1 act 114, Efa HMGR inh 3, Hsp70 activator -0.3, NF-kB expr up 1.8, TLR4-MyD88 BLA 10, STAT3 act 96 and STAT3 blocker 8.
Cc1ccc(-c2nc(CN(C)C3CCOCC3)c(C)o2)s1 was read as DTT redox prof -0.5, STAT1 inh 4, APP 5'UTR act 10, STAT1 act 94, Efa HMGR inh 5, Hsp70 activator -0.2, NF-kB expr up 1.2, TLR4-MyD88 BLA -8, STAT3 act 94 and STAT3 blocker 9.
Cc1nn(-c2ccccc2)c(N2CCCC2)c1/C=N/NC(=O)c1cc(-c2ccccn2)nc2ccccc12 was read as DTT redox prof 0.6, STAT1 inh 14, APP 5'UTR act 4, STAT1 act 88, Efa HMGR inh 4, Hsp70 activator -0.4, NF-kB expr up 0.41, TLR4-MyD88 BLA 6, STAT3 act 131 and STAT3 blocker -44.
For O=C(CSc1cn(Cc2ccccc2)c2ccccc12)NCc1ccc(F)cc1 the results were DTT redox prof 0.2, STAT1 inh 3, APP 5'UTR act 4, STAT1 act 97, Efa HMGR inh 1, Hsp70 activator -0.1, NF-kB expr up 1.3, TLR4-MyD88 BLA -7, STAT3 act 100 and STAT3 blocker 0.
CCCN(CCC)CC(O)CN(c1ccccc1)S(=O)(=O)c1ccc(C)cc1 (stereo not drawn) was read as DTT redox prof 1.6, STAT1 inh 2, APP 5'UTR act 1, STAT1 act 98, Efa HMGR inh 0, Hsp70 activator -0.1, NF-kB expr up 0.82, TLR4-MyD88 BLA 1, STAT3 act 105 and STAT3 blocker -3.
For CN1CCCc2cc(C#N)c(=O)[nH]c21 the results were DTT redox prof -3.5, STAT1 inh 9, APP 5'UTR act 2, STAT1 act 92, Efa HMGR inh -5, Hsp70 activator -0.1, NF-kB expr up 1.1, TLR4-MyD88 BLA 6, STAT3 act 97 and STAT3 blocker 6.
CCOC(=O)/C(=N/Nc1ccc(Cl)cc1)S(=O)(=O)c1ccccc1 was read as DTT redox prof -3.8, STAT1 inh -2, APP 5'UTR act -6, STAT1 act 102, Efa HMGR inh 0, Hsp70 activator -0.2, NF-kB expr up 0.9, TLR4-MyD88 BLA 0, STAT3 act 94 and STAT3 blocker 9.
For O=c1[nH]c(CSc2ncc(-c3ccc(F)cc3)n2Cc2ccco2)nc2ccccc12 the results were DTT redox prof 1.6, STAT1 inh 10, APP 5'UTR act -7, STAT1 act 91, Efa HMGR inh -5, Hsp70 activator -0.5, NF-kB expr up 1.3, TLR4-MyD88 BLA 7, STAT3 act 152* and STAT3 blocker -58.
`CC1CCC(NC(=O)c2cnccn2)CC1` (stereo not drawn) gave DTT redox prof 0.2, STAT1 inh 1, APP 5'UTR act -8, STAT1 act 99, Efa HMGR inh 1, Hsp70 activator 0.0, NF-kB expr up 1.3, TLR4-MyD88 BLA -2, STAT3 act 102 and STAT3 blocker -2.
For COc1ccc(NC(=O)Cc2cccs2)c(OC)c1 the results were DTT redox prof -2.6, STAT1 inh -6, APP 5'UTR act -31, STAT1 act 107, Efa HMGR inh -1, Hsp70 activator -0.2, NF-kB expr up 1.3, TLR4-MyD88 BLA 15, STAT3 act 101 and STAT3 blocker 6.
For O=S(=O)(c1ccc(Br)cc1)N1CCN(c2cc(-c3ccccc3)nc3ncnn23)CC1 the results were DTT redox prof -2.0, STAT1 inh -1, APP 5'UTR act -13, STAT1 act 102, Efa HMGR inh 1, Hsp70 activator 0.0, NF-kB expr up 0.8, TLR4-MyD88 BLA 14, STAT3 act 146* and STAT3 blocker -46.
`CS(=O)(=O)N(CC(=O)Nc1ccc2c(c1)OCCO2)Cc1ccc(Cl)cc1` gave DTT redox prof -0.2, STAT1 inh 5, APP 5'UTR act 8, STAT1 act 95, Efa HMGR inh -3, Hsp70 activator -0.3, NF-kB expr up 0.76, TLR4-MyD88 BLA 4, STAT3 act 101 and STAT3 blocker 0.
For Cc1ccsc1/C=N/n1c(-c2ccncc2)n[nH]c1=S the results were DTT redox prof -0.5, STAT1 inh -2, APP 5'UTR act 15, STAT1 act 102, Efa HMGR inh -2, Hsp70 activator -0.2, NF-kB expr up 1.1, TLR4-MyD88 BLA -14, STAT3 act 104 and STAT3 blocker 0.
COC(=O)c1sc2nc(-c3ccco3)ccc2c1N was read as DTT redox prof 0.0, STAT1 inh -45, APP 5'UTR act 162*, STAT1 act 141*, Efa HMGR inh -2, Hsp70 activator 0.1, NF-kB expr up 1.5, TLR4-MyD88 BLA 7, STAT3 act 80 and STAT3 blocker 26.
For Cc1ccc(-n2c(N)c(C(=O)NCc3ccco3)sc2=S)cc1 the results were DTT redox prof 3.1, STAT1 inh -1, APP 5'UTR act 10, STAT1 act 101, Efa HMGR inh -3, Hsp70 activator -0.3, NF-kB expr up 1.1, TLR4-MyD88 BLA 5, STAT3 act 106 and STAT3 blocker -3.
For CCCOc1c(Br)cc(C(N)=O)cc1OCC the results were DTT redox prof 0.4, STAT1 inh 6, APP 5'UTR act -3, STAT1 act 94, Efa HMGR inh 5, Hsp70 activator -0.2, NF-kB expr up 1.2, TLR4-MyD88 BLA 5, STAT3 act 100 and STAT3 blocker 7.
For CCc1cc(C(=O)OC)c(NC(=O)CCCC(=O)O)s1 the results were DTT redox prof -0.7, STAT1 inh 7, APP 5'UTR act 23, STAT1 act 94, Efa HMGR inh -3, Hsp70 activator -0.1, NF-kB expr up 1.2, TLR4-MyD88 BLA 11, STAT3 act 105 and STAT3 blocker -2.
`CC(C)CNc1nc(SCC(=O)Nc2ccccc2)nc(N2CCOCC2)n1` gave DTT redox prof -0.3, STAT1 inh 5, APP 5'UTR act 17, STAT1 act 94, Efa HMGR inh -3, Hsp70 activator -0.2, NF-kB expr up 0.96, TLR4-MyD88 BLA 3, STAT3 act 96 and STAT3 blocker 6.
For CC(C)Nc1nc(Cl)nc(NN(C)c2nc(N(C)C)nc(N(C)C)n2)n1 the results were DTT redox prof -0.3, STAT1 inh 6, APP 5'UTR act 2, STAT1 act 94, Efa HMGR inh -6, Hsp70 activator -0.3, NF-kB expr up 0.89, TLR4-MyD88 BLA -4, STAT3 act 103 and STAT3 blocker -4.
`CC(=O)c1ccc(OC(C)C)c(CC(C(N)=O)C(N)=O)c1` gave DTT redox prof 0.1, STAT1 inh -3, APP 5'UTR act -46, STAT1 act 102, Efa HMGR inh -1, Hsp70 activator -0.1, NF-kB expr up 1.1, TLR4-MyD88 BLA -6, STAT3 act 101 and STAT3 blocker -3.
For COCCn1c(SCC(=O)Nc2cccc(C)n2)nnc1-c1ccco1 the results were DTT redox prof -0.9, STAT1 inh 15, APP 5'UTR act 19, STAT1 act 87, Efa HMGR inh -3, Hsp70 activator -0.4, NF-kB expr up 0.98, TLR4-MyD88 BLA 7, STAT3 act 96 and STAT3 blocker 7.
`COc1ccc(-n2c(SCC(=O)Nc3nccs3)nnc2-c2ccoc2C)cc1` gave DTT redox prof -0.2, STAT1 inh 0, STAT1 act 100, Efa HMGR inh 0, Hsp70 activator -0.1, NF-kB expr up 0.95, TLR4-MyD88 BLA -15, STAT3 act 104 and STAT3 blocker -7.
Screening O=C(Nc1ccncc1)C1c2ccccc2Oc2ccccc21 returned DTT redox prof 1.8, STAT1 inh -8, APP 5'UTR act 1, STAT1 act 107, Efa HMGR inh -4, Hsp70 activator -0.1, NF-kB expr up 0.89, TLR4-MyD88 BLA 3, STAT3 act 99 and STAT3 blocker 5.
For COc1ccc(C(=O)NCCN2C(=O)S/C(=C\c3cccnc3)C2=O)c(OC)c1OC the results were DTT redox prof -0.5, STAT1 inh -2, APP 5'UTR act -13, STAT1 act 102, Efa HMGR inh -5, Hsp70 activator -0.1, NF-kB expr up 1.4, TLR4-MyD88 BLA -5, STAT3 act 91 and STAT3 blocker 9.
`CC(CN1CCOCC1)OC(=O)c1ccccc1Br` (stereo not drawn) gave DTT redox prof -1.5, STAT1 inh -2, APP 5'UTR act -19, STAT1 act 102, Efa HMGR inh 3, Hsp70 activator -0.2, NF-kB expr up 1.1, TLR4-MyD88 BLA 2, STAT3 act 99 and STAT3 blocker 4.
Screening Cc1ccc(C2(C)NC(=O)N(CC(=O)NC(=O)NC3CCCC3)C2=O)cc1 (stereo not drawn) returned DTT redox prof 1.3, STAT1 inh -3, APP 5'UTR act -3, STAT1 act 103, Hsp70 activator -0.2, TLR4-MyD88 BLA -8, STAT3 act 99 and STAT3 blocker 11.
`O=C(COC(=O)C1CC(=O)N(Cc2ccccc2)C1)c1ccc(Br)cc1` (stereo not drawn) gave DTT redox prof 3.2, STAT1 inh -3, APP 5'UTR act -14, STAT1 act 103, Efa HMGR inh -4, Hsp70 activator -0.5, NF-kB expr up 0.88, TLR4-MyD88 BLA -10, STAT3 act 100 and STAT3 blocker 1.
`O=[N+]([O-])c1cc(Cl)ccc1NCCNc1ncc(C(F)(F)F)cc1Cl` gave DTT redox prof 2.5, STAT1 inh -1, APP 5'UTR act 5, STAT1 act 101, Efa HMGR inh -3, Hsp70 activator 0.0, NF-kB expr up 0.93, TLR4-MyD88 BLA 3, STAT3 act 92 and STAT3 blocker 15.
For CC(=O)Nc1ccc(NC(=O)C2CCCN2C(=O)Nc2ccccc2[N+](=O)[O-])cc1 (stereo not drawn) the results were DTT redox prof -0.3, STAT1 inh 0, APP 5'UTR act 11, STAT1 act 100, Efa HMGR inh -5, Hsp70 activator -0.3, NF-kB expr up 0.97, TLR4-MyD88 BLA 0, STAT3 act 101 and STAT3 blocker 1.
`COc1ccc(C2=NOC(C(=O)NCc3ccc(F)cc3)C2)cc1OC` (stereo not drawn) gave DTT redox prof 2.1, STAT1 inh -5, APP 5'UTR act -96, STAT1 act 104, Efa HMGR inh -1, Hsp70 activator 0.5, NF-kB expr up 2.1, TLR4-MyD88 BLA -12, STAT3 act 134* and STAT3 blocker -36.
C=CCSC1=C(C#N)C(c2ccccc2OCC)CC(=O)N1 (stereo not drawn) was read as DTT redox prof 0.1, STAT1 inh 5, APP 5'UTR act 14, STAT1 act 96, Efa HMGR inh 3, Hsp70 activator -0.4, NF-kB expr up 0.85, TLR4-MyD88 BLA -6, STAT3 act 104 and STAT3 blocker -2.
Screening COc1cccc(Nc2nc(-c3sc(N)nc3C)cs2)c1 returned DTT redox prof 0.4, STAT1 inh -10, STAT1 act 102, Efa HMGR inh -5, Hsp70 activator -0.2, NF-kB expr up 0.79, TLR4-MyD88 BLA 11, STAT3 act 108 and STAT3 blocker -7.
COc1ccccc1NS(=O)(=O)c1ccc(Br)s1 was read as DTT redox prof 2.4, STAT1 inh 5, APP 5'UTR act 4, STAT1 act 96, Efa HMGR inh -1, Hsp70 activator -0.2, NF-kB expr up 0.98, TLR4-MyD88 BLA -3, STAT3 act 101 and STAT3 blocker 4.

Assay outcomes (PubChem)
